# ERK AVP block: blocks ERK signaling stimulated by vasopressin; HEK293-V1b, vasopressin-stimulated pERK AlphaScreen; Potency, µM (titrated, usually from 57.5 µM), for inactives: top-dose activity, negative = inhibition, actives largely listed as inhibitors; actives 0.99% (n = 72,000); further: potency means the concentration at half of the fitted maximal effect; on the % scale 0 is the no-effect control and ±100 the full control effect; nearly all actives have a fitted effect of over 55% in size
#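 V1b-HEK293 cells; cpd 30 min 37C; 25 nM vasopressin 5 min; lyse 10 min; AlphaScreen beads 5 hr RT. Normalized to DMSO basal and 25 nM vasopressin; AC50 by Hill fit.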
# Rhodamine autofl: compound autofluorescence in rhodamine spectral region; max dye-equivalent concentration, M; actives 0.05% (n = 59,000); Rhodamine-region fluorescence, 547/598 nm, Tris buffer; stronger effect = higher value; AID 594; in the data active means max dye-equivalent concentration above about 11 nM; inconclusive means between about 1.1 nM and that limit
#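 Intrinsic compound fluorescence, ex 547 / em 598 nm, CCD imager. Tris 100 mM pH 8.0; 15 min RT. Output = rhodamine dye-equivalent concentration at each compound concentration.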
# Caspase-1 inhib: blocks human caspase-1 allosterically or competitively; Potency, µM (titrated, usually from 57.5 µM), for the others: at the top dose activity change, negative = inhibition, usual class: inhibitors; P29466; AID 900; actives 0.03% (n = 75,000); Caspase-1 enzyme, Ac-WEHD-AFC fluorogenic rate;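 further: potency means the concentration at half of the fitted maximal effect; plate controls were vehicle for no effect and no substrate for full effect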
# Casp7 inh: allosteric or competitive inhibitors of human caspase-7 | recombinant caspase-7, Ac-DEVD-AFC fluorescence rate | Potency, µM (series often up to 57.5 µM), inactives show at the top dose activity change, negative = inhibition, usual class: inhibitors | actives 0.02% (n = 75,000) | AID 889; active means well fitted inhibition curve with a large enough effect in the main read-out, with a control signal flat, not every such curve was filed as active; inconclusive means small, poorly fitted or top-dose-only effect, or a change in a side signal; further: potency means the concentration at half of the fitted maximal effect; % of control where 0% means no effect
# Target sequence (P55210 24-198 limits assumed): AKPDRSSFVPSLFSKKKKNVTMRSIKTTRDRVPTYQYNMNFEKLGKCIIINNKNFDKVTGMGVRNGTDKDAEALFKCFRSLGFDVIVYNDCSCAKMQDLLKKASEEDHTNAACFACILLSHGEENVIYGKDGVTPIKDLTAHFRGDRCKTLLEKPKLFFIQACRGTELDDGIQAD
# Target sequence (P55210 207-303 limits assumed): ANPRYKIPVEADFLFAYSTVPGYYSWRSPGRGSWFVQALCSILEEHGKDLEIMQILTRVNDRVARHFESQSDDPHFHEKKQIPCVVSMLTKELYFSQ
# Tau filament bind: binders of human tau filaments | recombinant tau filaments, thioflavin S fluorescence, 15 h; filaments grown with octadecylsulfate alongside compound | P10636 | Potency, µM (series often up to 57.1 µM), inactives show top-dose activity change, negative = inhibition | AID 596 | actives 2% (n = 71,000);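 further: potency means the concentration at half of the fitted maximal effect; on the % scale 0 is the no-effect control and ±100 the full control effect; actives lower thioflavin S fluorescence by blocking filaments or displacing dye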
#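 Read-out: ThS fluorescence, 450 nm excitation/510 nm emission; lower signal marks blocked filament formation or displaced dye. Tau at 1 uM with 30 uM ODS, 10 uM ThS, 5 mM DTT, 100 mM NaCl, 10 mM HEPES pH 7.4; 15 h, 37 C.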
# Fluorescein fluor: fluorescein region autofluorescence | Compound autofluorescence, 480/540 nm, fluorescein-equivalent; stronger effect = higher value | max fluorescein-equivalent concentration, M | actives 0.91% (n = 59,000) | AID 593; in the data active means max fluorescein-equivalent concentration above about 10 nM; inconclusive means between about 1.1 nM and that limit
#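 Autofluorescence profiling; 100 mM Tris, pH 8.0; incubation 15 min at RT; ex/em 480/540 nm; result as fluorescein-equivalent concentration.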
# 4-MU autofl: compounds fluorescent in 4-MU spectral region | compound autofluorescence, 340/450 nm, 4-MU equivalents; stronger effect = higher value | max dye-equivalent concentration, M | actives 11% (n = 59,000); in the data active means max dye-equivalent concentration above about 10 nM; inconclusive means mostly about 1.1 nM to 9.6 nM
#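 Compounds in 100 mM Tris, pH 8.0, incubated 15 min at room temperature, then fluorescence read at 340 nm excitation/450 nm emission. Signal converted to 4-MU dye-equivalent concentration using an on-plate six-point 4-MU standard curve.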
# Luciferase inh: firefly luciferase inhibition | AID 411 | actives 2.2% (n = 72,000) | Potency, µM (top dose mostly 57.1 µM), for inactives: at the top dose activity change, negative = inhibition, most hits filed as inhibitors | purified firefly luciferase, luminescence, 8 min; further: potency means the concentration at half of the fitted maximal effect; on the % scale 0 is the no-effect control and ±100 the full control effect; nearly all actives have a fitted effect of over 40% in size
# Target sequence (P08659 whole entry, looked up): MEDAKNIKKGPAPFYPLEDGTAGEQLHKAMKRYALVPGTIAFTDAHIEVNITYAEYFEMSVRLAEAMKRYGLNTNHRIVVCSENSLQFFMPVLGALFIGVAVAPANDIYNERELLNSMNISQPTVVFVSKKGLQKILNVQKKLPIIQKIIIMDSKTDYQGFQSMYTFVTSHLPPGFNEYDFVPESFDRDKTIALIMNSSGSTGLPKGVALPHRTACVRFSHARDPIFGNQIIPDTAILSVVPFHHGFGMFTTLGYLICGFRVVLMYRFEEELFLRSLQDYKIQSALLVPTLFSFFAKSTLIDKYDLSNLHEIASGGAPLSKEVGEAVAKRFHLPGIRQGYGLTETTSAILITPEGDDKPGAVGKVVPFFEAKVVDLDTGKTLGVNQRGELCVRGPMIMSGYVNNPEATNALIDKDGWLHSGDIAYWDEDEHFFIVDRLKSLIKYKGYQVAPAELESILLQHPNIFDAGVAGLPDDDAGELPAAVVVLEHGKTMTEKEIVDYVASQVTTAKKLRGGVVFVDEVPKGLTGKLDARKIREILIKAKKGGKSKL
#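 Firefly luciferase (PKLight detection mix) with 10 uM ATP in pH 7.2 imidazole buffer (KCl, MgCl2, Tween 20, BSA). Compounds tested across a concentration series (qHTS). Luminescence read after 8 min at ambient temperature.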
# HEK293 cAMP ctrl: counter-screen for TSHR agonists: cAMP increase in parental HEK293; Potency, µM (highest dose often 57.1 µM), for the others: at the top dose activation, usual class: activators; actives 2.5% (n = 73,000); parental HEK293 CNG cAMP sensor, membrane potential fluorescence; further: potency means the concentration at half of the fitted maximal effect; % of control where 0% means no effect; nearly all actives have a fitted effect of over 55% in size
#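 Parental HEK 293 cells stably expressing a cAMP-gated CNG channel were loaded with membrane potential dye containing 100 uM RO 20-1724 for 60 min. Compound added for 30 min; depolarization read as fluorescence intensity at 590 nm.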
# TexasRed autofl: Texas Red region autofluorescence; actives 0.06% (n = 59,000); max dye-equivalent concentration, M; Compound fluorescence, Texas Red channel, 547/618 nm; stronger effect = higher value; in the data active means max dye-equivalent concentration above about 10 nM; inconclusive means between about 1.1 nM and that limit
#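 Compound fluorescence was read after 15 min at room temperature in 100 mM Tris, pH 8.0, using 547 nm excitation and 618 nm emission across a concentration series. It was expressed as Texas Red dye-equivalent concentration from an on-plate standard curve.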
# A350 autofl: compound fluoresces in the Alexa 350 spectral region | Compound autofluorescence, 340/450 nm, Alexa 350 dye-equivalents; stronger effect = higher value | max dye-equivalent concentration, M | actives 11% (n = 59,000) | AID 590; in the data active means max dye-equivalent concentration above about 10 nM; inconclusive means mostly about 1.1 nM to 9.6 nM
# * marks the source's active call; other numbers are inactive results; i = inactive; ? = inconclusive; · = not tested or not shown; [ ] = another dose, or the depositor's remark. Unless noted, the call rests on the fitted dose curve; in most records, active means well fitted curve in the direction sought with a large enough effect; inconclusive means small, poorly fitted or top-dose-only effect, or another doubt; inactive means no such curve, though single readings can be large; an effect the other way counts as inactive or inconclusive. An excerpt; count on the stated rates, not on these rows.
SMILES,ERK AVP block,Rhodamine autofl,Caspase-1 inhib,Casp7 inh,Tau filament bind,Fluorescein fluor,4-MU autofl,Luciferase inh,HEK293 cAMP ctrl,TexasRed autofl,A350 autofl
COc1cccc(-c2nc(CS(=O)CC(=O)NCCCOC(C)C)c(C)o2)c1 (stereo not given),20%,i,0%,0%,-16%,?,i,2%,-1%,i,i
COC(=O)C(C)Sc1nnc(Cc2cc(=O)[nH]c(=O)[nH]2)n1-c1ccc(Cl)cc1 (stereo not given),-3%,·,5%,-2%,2%,·,·,1%,-10%,·,·
CSc1nnnn1CCn1nnnc1SC,9%,i,1%,-6%,-4%,i,i,2%,-3%,i,i
O=C(Nc1cccc(Cl)c1)C1CCCN(S(=O)(=O)c2cnc[nH]2)C1 (stereo not given),-15%,·,-1%,-1%,14%,·,·,0%,-5%,·,·
CCOc1ccc(NCCC(=O)c2ccc3c(c2)OCO3)cc1,-25%,i,0%,-5%,25µM*,i,i,-2%,0%,?,i
c1ccc2c(c1)[nH]c1c(N3CCSCC3)ncnc12,·,i,·,·,·,?,?,-2%[25.5 µM],·,i,?
COc1ccc(NC(=O)c2ccco2)cc1N,6%,i,-1%,1%[0.00368 µM],-2%,?,i,-18%,1%,i,i
CCOC(=O)Cc1csc(NC(=O)COc2ccc(OC)cc2)n1,·,·,-1%,0%,12%,·,·,?,25%,·,·
Cc1ccc(N(C(=O)c2ccc3c(c2)OCO3)C2C=CS(=O)(=O)C2)cc1 (stereo not given),1%,i,1%,0%,2%,?,i,1%,24%,i,i
O=C(NCC12CC3CC(C1)CC(CNC(=O)N1CCCC1)(C3)C2)N1CCCC1,-13%,i,-1%,1%,-6%,i,i,1%,11%,i,i
CCN1CCN(C2CCN(C(C)=O)CC2)CC1,-14%,·,-2%,-2%,-4%,·,·,-1%,0%,·,·
COC(=O)Cn1c(CN2CCOCC2)nc2c1c(=O)n(C)c(=O)n2C,·,·,-3%,-1%,6%,·,·,0%,-4%,·,·
Cc1c(C#N)c2ccccc2n1CC(=O)NCC1CCCO1 (stereo not given),-4%,·,-2%,-4%,8%[11.4 µM],·,·,0%,7%[11.4 µM],·,·
Cc1ccc2c(c1)N(C(=O)CSc1nncn1C)C(C)(C)c1ssc(=S)c1-2,?,i,-3%,1%,16µM*,i,i,-1%,-17%,i,i
O=C1C(=O)N(CCCN2CCOCC2)C(c2cccs2)/C1=C(/O)c1ccc2c(c1)OCO2 (stereo not given),-4%,i,0%,-2%,3%,?,i,-1%,6%,i,i
O=S(=O)(CCSc1nc2ccccc2o1)c1nc2ccccc2s1,-21%,i,-1%,-1%,-4%,i,i,0%,24%,i,i
Cc1ccc(C(=O)O)cc1S(=O)(=O)N1CCC(C(=O)O)CC1,-13%,i,3%,1%,1%,i,i,1%,5%,i,i
COC(=O)c1ccccc1NC(=O)C1CC(=O)N(c2ccc(F)cc2)C1 (stereo not given),-25%,i,-2%,-1%,0%,?,i,1%,25µM*,i,i
COc1ccc2[nH]c(=O)c(CN(C(=O)c3cccnc3)c3ccccc3OC)cc2c1,?,i,-3%,-2%,-3%,?,2.7e-07M*,1%,11%,i,3.5e-07M*
CC(=O)Nc1ccc(S(=O)(=O)N2CCCN(S(=O)(=O)c3ccc(C)cc3)CC2)cc1,-7%,i,2%,1%,3%,i,i,3%,2%,i,i
CCc1cc(=O)oc2cc(C)cc(OC(C)C(=O)O)c12 (stereo not given),0%,i,-1%,0%,-2%,?,8.2e-08M*,-3%,10%,?,1.1e-07M*
CN(C)CCOC(=O)COc1ccc(Cl)cc1,4%,i,-1%,-1%,-6%[25.6 µM],?,i,-7%[25.5 µM],3%[25.6 µM],?,i
Cc1cccc(-n2c(CNC(=O)c3ccccc3)nnc2SCC(=O)Nc2nccs2)c1,·,·,-1%,0%,-15%,·,·,1%,-2%,·,·
CCOC(=O)C1=C(C)N=c2s/c(=C\C(=O)OC)c(=O)n2C1c1ccc(OC)cc1 (stereo not given),8%,·,-2%,0%,-8%,·,·,2%,7%,·,·
CCc1cc2c(SCC(=O)O)ncnc2s1,-21%,i,-1%,0%,-8%,i,i,1%,4%,i,i
O=C(O)c1ccccc1Cl,-24%,·,-2%,-2%,9%,·,·,·,17%,·,·
Cn1c(=O)c2c(nc(NCCNC(=O)c3ccco3)n2Cc2ccc(Cl)cc2Cl)n(C)c1=O,-8%,i,1%,-4%,2%,i,i,-2%,-12%,?,i
CCCCc1nnc(SCCSc2nnc(CCCC)n2N)n1N,2%,i,3%,0%,0%,?,i,0%,2%,i,i
Cc1nc2nc(-c3ccco3)[nH]n2c(=O)c1Cc1ccccc1,-2%,i,?,-23%,91%,?,i,2%,21%,i,?
O=C(Cn1c(=O)n(Cc2ccco2)c(=O)c2ccccc21)NCC1CCCO1 (stereo not given),-4%,i,1%,0%,4%,i,i,-1%,1%,i,i
CN(C)c1ccc(-c2cc(N(C)Cc3ccco3)ncn2)cc1,?,i,-9%,-11%,-12%,i,1.9e-07M*,-14%[2.29 µM],-2%,i,2e-07M*
O=C1CC(c2cccs2)Cc2nc(NCC3CCCO3)ncc21 (stereo not given),20µM*,i,-1%,0%,3%,i,i,-1%,0%,i,i
O=C(Cn1cccc1)Nc1ccc(OC(F)(F)F)cc1,24%,i,0%,0%,3%,i,i,-4%,2%,i,i
O=C1c2oc3ccc(F)cc3c(=O)c2C(c2ccncc2)N1CCN1CCOCC1 (stereo not given),·,·,-4%,-2%,-8%,·,·,6%,-6%,·,·
CCN(CC)CCCN(Cc1cc2cc3c(cc2[nH]c1=O)OCCO3)C(=O)Nc1ccccc1,-7%,i,-1%,0%,18%,i,2.3e-07M*,-1%,-2%,i,2e-07M*
CCc1cc(=O)oc2c(CN3CCCC3)c(O)c(Cl)cc12,·,i,·,·,·,?,1.3e-05M*,0%[25.5 µM],·,i,1.4e-05M*
Cc1sc2nc(SCC(=O)NCc3ccco3)n(-c3ccccc3)c(=O)c2c1C,-8%,i,0%,1%,44%,i,?,1%,-7%,i,?
Cc1c(C(=O)NCCCN2CCOCC2)sc2ncnc(N3CCN(c4ccccc4)CC3)c12,-1%,i,0%,2%,-1%,i,i,-1%,?,i,i
CCc1ccccc1NC(=O)N[C@@H](C)C(=O)OC,5%,i,1%,1%,-12%,?,i,1%,-5%,i,i
CC(=O)N1c2ccccc2C(=O)OC1c1cccnc1 (stereo not given),1%,i,-1%,-3%,-3%,?,i,2%,5%,i,i

# Brought forward from above: 3 entries, followed by the next part.
SMILES,ERK AVP block,Rhodamine autofl,Caspase-1 inhib,Casp7 inh,Tau filament bind,Fluorescein fluor,4-MU autofl,Luciferase inh,HEK293 cAMP ctrl,TexasRed autofl,A350 autofl
Cc1c(C(=O)NCCCN2CCOCC2)sc2ncnc(N3CCN(c4ccccc4)CC3)c12,-1%,i,0%,2%,-1%,i,i,-1%,?,i,i
CCc1ccccc1NC(=O)N[C@@H](C)C(=O)OC,5%,i,1%,1%,-12%,?,i,1%,-5%,i,i
CC(=O)N1c2ccccc2C(=O)OC1c1cccnc1 (stereo not given),1%,i,-1%,-3%,-3%,?,i,2%,5%,i,i
CCCCOC(=O)c1ccc(NC(=O)C2CCCO2)cc1 (stereo not given),-22%,i,2%,-2%,-18%,?,i,-2%,6%,i,i
O=C1CCC(=O)N1OCCCOc1ccc(Br)cc1Cl,13%,i,-1%,0%,0%,i,i,-2%,4%,i,i
CC(=O)OCCNC(=O)c1cccnc1,13%,·,-1%,3%,?,·,·,-1%,4%,·,·
CC(=O)C1=C(O)C(=O)N(c2cc(C(C)(C)C)on2)C1c1ccc(Br)cc1 (stereo not given),27%,i,-4%,-1%,4%,i,1e-08M*,0%,10%,i,1e-08M*
CC(=O)Nc1ccc(NC(=O)N2CCCCC2)cc1,-9%,i,-1%,2%[0.00368 µM],-10%,i,i,0%,0%,i,i
O=C(Nc1ccc(Oc2ccccc2)cc1)c1ccco1,-11%,i,0%,0%,1%,i,i,16µM*,9%,i,i
O=C(Nc1cccc(NC(=O)c2ccc(Br)o2)n1)c1ccc(Br)o1,1%,i,-1%,-10%,193%,i,i,-1%,5%,i,i
CCC1CCCCN1Cc1nc2c(c(=O)n(C)c(=O)n2C)n1CCC(C)C (stereo not given),·,·,-7%,-8%,51%,·,·,?,-1%,·,·
Cc1cc(C(=O)NCCCN2CCCC2=O)no1,-28%,i,-2%,-1%,2%,i,1.4e-08M*,3%,8%,i,1.5e-08M*
CCOC(=O)CC(/C(C)=N\O)c1ccccc1 (stereo not given),-19%,i,4%,0%,-2%,i,i,2%,11%,i,i
Cc1ccccc1NCc1ccccc1O,11%,i,-1%,2%,-3%,i,i,4%,-8%,i,i
CN(C)C(=O)c1ccc(-c2nccc(NCc3cccs3)n2)cc1,?,i,-2%,-3%,0%,?,i,-1%[2.29 µM],-3%,i,i
Cc1cccc(N2CCN(C(=O)C3CCN(S(=O)(=O)c4cccc5cccnc45)CC3)CC2C)c1 (stereo not given),-20%,·,-4%,-1%,-3%,·,·,1%,6%,·,·

# Screens as filed in PubChem.
